GlmU inhibition – inhibition of mycobacterial GlmU enzyme – biochemical, glucosamine-1-phosphate acetyltransferase (AID 1376); 220,000 compounds, 0.25% hits; M. tuberculosis GlmU acetyltransferase enzyme assay; higher % means a stronger effect; inhibition, %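 (tested at 30 µM in the primary screen)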, or IC50 in µM where a hit was titrated; Bifunctional protein GlmU (Mycobacterium tuberculosis (strain ATCC 25618 / H37Rv)); in the data active = inhibition above about 13%;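 also: 0% = complete reaction with vehicle and 100% = reaction without substrate; strong numbers were not always called active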
RmlCD inh 1536 – M. tuberculosis RmlC/RmlD coupled enzyme inhibitors, primary screen, biochemical, compound mixtures, 384-well, from 1536-well plates; inhibition, % at 3.6 µM; 160,000 compounds, 0.03% hits; RmlC+RmlD coupled enzyme assay, percent inhibition; primary screen in compound mixtures; in the data active = inhibition mostly above about 34%, no sharp cut-off; also: some results filed as inactive read as strong as hits
Target sequence (P9WH09 whole entry, looked up): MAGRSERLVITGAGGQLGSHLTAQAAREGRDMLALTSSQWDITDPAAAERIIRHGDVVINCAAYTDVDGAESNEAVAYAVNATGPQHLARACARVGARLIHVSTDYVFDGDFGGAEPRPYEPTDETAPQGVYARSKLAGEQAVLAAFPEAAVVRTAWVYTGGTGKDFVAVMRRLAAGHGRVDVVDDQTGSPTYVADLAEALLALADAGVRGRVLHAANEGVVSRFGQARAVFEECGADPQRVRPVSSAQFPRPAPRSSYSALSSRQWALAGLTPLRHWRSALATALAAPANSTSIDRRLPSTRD
Target sequence (P9WH11 whole entry, looked up): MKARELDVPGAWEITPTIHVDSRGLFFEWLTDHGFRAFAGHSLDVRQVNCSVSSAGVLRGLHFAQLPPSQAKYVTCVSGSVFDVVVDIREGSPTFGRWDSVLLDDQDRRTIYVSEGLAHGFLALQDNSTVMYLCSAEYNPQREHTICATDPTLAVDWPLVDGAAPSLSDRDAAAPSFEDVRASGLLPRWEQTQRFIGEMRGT
An asterisk follows results filed as active; / = no result given.

A first look (4 entries):
Screens in order: GlmU inhibition	RmlCD inh 1536
> O=C1NN(c2ccccc2)C(=O)/C1=C\c1ccc(-c2cc([N+](=O)[O-])ccc2O)o1
 : 9.4%	-16
> COc1cc(CC(=O)NCC2COc3ccccc3O2)cc(OC)c1OC (centres undefined)
 : 5.4%	-12
> Cc1ccc(C)c(N=Nc2ccc(O)c3ncccc23)c1
 : 7.0%	-14
> CCCCCn1c(SCC#N)nc2cc(C(=O)NCC3CCCO3)ccc2c1=O (centres undefined)
 : 5.1%	6

This part in full, previewed entries included:
Screens in order: GlmU inhibition	RmlCD inh 1536
> O=C1NN(c2ccccc2)C(=O)/C1=C\c1ccc(-c2cc([N+](=O)[O-])ccc2O)o1
 : 9.4%	-16
> COc1cc(CC(=O)NCC2COc3ccccc3O2)cc(OC)c1OC (centres undefined)
 : 5.4%	-12
> Cc1ccc(C)c(N=Nc2ccc(O)c3ncccc23)c1
 : 7.0%	-14
> CCCCCn1c(SCC#N)nc2cc(C(=O)NCC3CCCO3)ccc2c1=O (centres undefined)
 : 5.1%	6
> Cc1ccccc1C(=O)NC(=S)NCc1cccnc1
 : 3.0%	3
> O=C(O)c1ccc(N2CCCCS2(=O)=O)cc1
 : 7.0%	7
> O=Cc1c(Sc2ccccn2)nc2ccccn2c1=O
 : 4.2%	/
> COc1ccc(CC2(CO)CCN(S(=O)(=O)c3sccc3C)CC2)cc1
 : 1.6%	-5
> O=C(C1=C[C@H](c2coc3ccccc3c2=O)C[C@H](OCCCCO)O1)N1CCN(Cc2ccc3c(c2)OCO3)CC1
 : 2.6%	/
> CCOC(=O)C1CCN(C(=O)c2ccc(N(C)S(C)(=O)=O)cc2)CC1
 : -0.4%	10
> O=C(N=C1c2ccccc2CN1c1ccc(F)c(Cl)c1)c1cccnc1Cl
 : -3.6%	/
> CCN(CC)S(=O)(=O)c1ccc(C)c(C(=O)Oc2cccc(-c3cnc4ccccc4n3)c2)c1
 : 0.4%	-11
> COc1cccc(C2=NOC(C(=O)NCCN3CCOCC3)C2)c1 (centres undefined)
 : 2.0%	0
> CCCC[n+]1ccn(-c2nc3ccccc3nc2[N-]S(=O)(=O)c2ccc(Cl)cc2)c1
 : 2.2%	-3
> COc1ccc(CCN(Cc2nc3ccccc3c(=O)[nH]2)C(=O)C2CC2)cc1
 : -4.1%	-10
> CCOC(=O)C(=CNc1nc2ccc(C(=O)OCC)cc2s1)C(=O)OCC
 : 0.2%	29
> CCOC(=O)c1c(CSCc2ccccc2)oc2ccc(O)c(CN(C)C)c12
 : 4.7%	/
> O=c1cc(COc2ccccc2[N+](=O)[O-])nc2sccn12
 : 8.4%	21
> O=C(CN1CCc2ccccc2C1)N1CCN(S(=O)(=O)c2ccccc2)CC1
 : 0.5%	-8
> NC(=O)[C@H]1CC2(CC(c3cccc(NC(=O)[C@H]4CCC(=O)N4)c3)=NO2)CN1C(=O)c1ccccc1 (some centres undefined)
 : 0.1%	/

Single records (already shown):
O=C(N=C1c2ccccc2CN1c1ccc(F)c(Cl)c1)c1cccnc1Cl is listed with GlmU inhibition: -3.6%; RmlCD inh 1536: /
O=Cc1c(Sc2ccccn2)nc2ccccn2c1=O is listed with GlmU inhibition: 4.2%; RmlCD inh 1536: /

Other results.
Screens in order: GlmU inhibition	RmlCD inh 1536
> Cc1cc(NS(=O)(=O)c2ccc(NC(=O)COc3ccccc3C(C)C)cc2)no1
 : 0.2%	-10
> COc1ccc(N2C(=O)C(Cc3ccccc3)NC2=S)cc1 (centres undefined)
 : -2.0%	-10
> CCOc1ccc(C2C(C(=O)c3ccc(C)o3)=C(O)C(=O)N2CCN2CCOCC2)cc1OC (centres undefined)
 : 2.2%	-13
> COc1ccc(OC)c(S(=O)(=O)N2CCC(C(=O)NCCc3ccc(OC)c(OC)c3)CC2)c1
 : 0.8%	/
> COCCCNC(=O)C1CC(=O)N(CCc2ccc(OC)c(OC)c2)C1 (centres undefined)
 : 2.0%	12
> O=C1CC(/C=C/c2ccco2)=Nc2ccccc2N1
 : -2.6%	12
> CCN1C(=O)N[C@@H](c2cccc(C(F)(F)F)c2)[C@H](C(=O)OC)[C@H]1C
 : -2.2%	/
> COc1ccc(CCNC(=O)CSc2ccc(-c3ccccc3)nn2)cc1OC
 : -4.8%	-1
> Cc1ccc(C)c(N(CC(=O)NCc2ccco2)C(=O)CCC(=O)Nc2ccccn2)c1
 : 0.3%	6
> CCCCCC(=O)Nc1cccc(C2=NOC3(C2)C[C@@H](C(N)=O)N(C(=O)c2cc([N+](=O)[O-])cc([N+](=O)[O-])c2C)C3)c1 (some centres undefined)
 : -0.6%	/
> O=C(O)C1C2C=CC(C2)C1C(=O)NCCc1cccc(Cl)c1 (centres undefined)
 : -0.2%	-5
> CCCSc1nnc(-c2ccccc2N)c(=O)[nH]1
 : -1.6%	8
> CCCCOC(=O)CCCN1C(=O)/C(=C2\SC(=S)N(CCCC(=O)OCCCC)C2=O)SC1=S
 : -0.8%	/
> COC(=O)C1CCN(CC(=O)NC(=O)NC2CCCCC2)CC1
 : 7.4%	0
> C=C(C)c1cccc(C(C)(C)NC(=O)N2CCN(C/C=C/c3ccccc3)CC2)c1
 : -6.2%	2
> COc1ccc(-c2c(C)[nH]n3c(=O)c(Cc4ccccc4)c(C)nc23)cc1
 : 0.0%	-13
> COc1ccc2[nH]c(=O)c(CN(Cc3nnnn3Cc3ccc(F)cc3)CC3CCCO3)cc2c1 (centres undefined)
 : 0.2%	7
> Cc1ccccc1NC(=O)c1ccc(C)c(S(=O)(=O)Nc2ccccn2)c1
 : 3.0%	7
> CCN1CCN(S(=O)(=O)c2ccc(S(=O)(=O)NCC3CCCO3)cc2)CC1 (centres undefined)
 : -2.9%	/
> Cc1ccc(NC(=O)C2CC(=O)NC(Nc3cccc(C)c3)=N2)cc1 (centres undefined)
 : 2.9%	/
> Cc1cc(C)n(C(=O)COc2ccc(Cl)cc2Cl)n1
 : -0.1%	/
> CCOc1ccc(C(=O)C2CCN(C(=O)c3ccccc3C(=O)O)CC2)cc1
 : -6.8%	/
> Cc1cccc(Nc2nnc(SCC(=O)c3ccc(Br)s3)s2)c1C
 : -3.1%	3
> O=C(CCCc1ccccc1)NC1CC1
 : 1.5%	-5
> Cc1ccc(CN2CCN(Cc3ccc(C)s3)CC2CCO)cc1 (centres undefined)
 : 1.5%	/
> NC(=O)Cn1cc(C(=O)COc2ccccc2)c2ccccc21
 : -0.2%	0
> COc1ccc(Oc2cccc(Cl)c2CNC(=O)CCC(=O)O)cc1
 : 3.6%	/
> O=C1CC2CS(=O)(=O)CC2N1c1ccc(Oc2ccccc2)cc1 (centres undefined)
 : 0.4%	11
> O=S(=O)(c1ccccc1)c1nc(-c2ccco2)oc1NCc1cccnc1
 : 0.8%	/
> O=c1ccc(Oc2nc(N3CCOCC3)nc(N3CCOCC3)n2)nn1-c1ccccc1
 : -6.7%	/
> Cc1ccc(NC(=O)CN2CCC(NC(=O)Cc3ccccc3)CC2)c(C)c1
 : 1.3%	-14
> O=C(c1ccc(F)cc1)C1CCN(Cc2cn[nH]c2-c2ccc(F)cc2)CC1
 : -9.1%	-5
> CC(C)C(=O)Nc1ccccc1N1CCN(C(=O)c2ccccc2)CC1
 : -0.2%	/
> CCOC(=O)C1CCN(C(=S)Nc2ccc(S(N)(=O)=O)cc2)CC1
 : 3.8%	/
> Cc1ccc(C)c(OCC(=O)N/N=C/c2ccsc2)c1
 : 1.5%	0
> CCS(=O)(=O)c1ccc2oc(SCC(=O)N3CCCCC3)nc2c1
 : -4.2%	-9
> COc1ccc(NC(=O)c2cccs2)cc1OC
 : 5.3%	-1
> Cc1ccc(CN2CCNC(=O)C2CC(=O)N(C)C(C2CC2)C2CC2)o1 (centres undefined)
 : 3.6%	/
> Cc1ccc(C)c(OCCCNC2CCCC2)c1C
 : 1.0%	-7
> O=C(N/N=C/c1ccco1)/C(=C/c1cccc([N+](=O)[O-])c1)NC(=O)c1ccccc1
 : 5.0%	/
> COC(=O)C1(CO)NC(c2cccs2)C2C(=O)N(c3ccccc3)C(=O)C21 (centres undefined)
 : -2.1%	-2
> COc1cc(C(=O)NC2(C(F)(F)F)NC(=O)N(CCCc3ccccc3)C2=O)cc(OC)c1OC (centres undefined)
 : 2.4%	2
> O=[N+]([O-])c1cnccc1Nc1cccc(F)c1
 : 6.3%	/
> CN1CCN(S(=O)(=O)c2cnc(Cl)c(Br)c2)CC1
 : 2.5%	/
> COC(=O)c1ccc(C(=O)Nc2ccc(N)cc2N)cc1
 : -1.7%	/
> COc1ccccc1/C=C/C=N/n1c(C2CCCCC2)n[nH]c1=S
 : 2.5%	12
> Cc1ncc(CO)c2cc(S(=O)(=O)c3ccc(F)cc3)c(=O)oc12
 : -3.7%	-4
> CCCN1CCC(N2CCN(c3ccccc3OC)CC2)CC1
 : 1.2%	/
> O=C(NCC(c1cccs1)N1CCOCC1)c1ccc([N+](=O)[O-])cc1 (centres undefined)
 : -1.8%	7
> Cc1ccc(CNC(=O)CCNS(=O)(=O)c2ccc(Br)s2)cc1
 : -4.8%	-11
> N#C/C(=C/c1ccc(OCc2ccccc2)cc1)C(=O)NC1CCCCC1
 : 4.9%	/
> COc1ccc(CC(=O)N(c2ccccc2)c2nc(C)cs2)cc1
 : 5.4%	8
> COCCNc1nc(-n2nc(C)cc2C)nc2sc3c(c12)CCCC3
 : /	19
> Clc1cc(Br)ccc1OCCOCCOc1cccc2cccnc12
 : -1.9%	5
> O=c1[nH]c(=O)n(Cc2ccccc2)c(O)c1C=NCCN1CCOCC1
 : -3.9%	/
> COc1ccccc1N1CCN(S(=O)(=O)c2ccccc2)CC1
 : 3.7%	/
> Cc1ccc2cc(CN(CCN(C)C)C(=S)Nc3ccccc3)c(=O)[nH]c2c1C
 : -2.1%	-6
> CCOC(=O)N1CCC(N2CC34C=CC(O3)C(C(=O)Nc3ccc(F)cc3)C4C2=O)CC1 (centres undefined)
 : 1.5%	6
> CC12CCC(C(=O)NCCCN3CCOCC3)(OC1=O)C2(C)C (centres undefined)
 : 2.1%	/
> CC(C)(C)SCCNS(=O)(=O)c1ccc(Cl)cc1
 : -1.0%	65

Some values from the results shown:
RmlCD inh 1536, `COc1cc(C(=O)NC2(C(F)(F)F)NC(=O)N(CCCc3ccccc3)C2=O)cc(OC)c1OC` (centres undefined) : 2
GlmU inhibition, `COC(=O)C1(CO)NC(c2cccs2)C2C(=O)N(c3ccccc3)C(=O)C21` (centres undefined) : -2.1%
GlmU inhibition, `O=c1[nH]c(=O)n(Cc2ccccc2)c(O)c1C=NCCN1CCOCC1` : -3.9%

The list continues.
Screens in order: GlmU inhibition	RmlCD inh 1536
> COc1cc2c(cc1OC)C(C)N(C(=O)CCN1C(=O)C3C4C=CC(C4)C3C1=O)CC2 (centres undefined)
 : 0.0%	-3
> O=C(Nc1nnc(C2CC2)s1)C1CCCO1 (centres undefined)
 : 1.7%	-11
> COc1ccc(-c2nc3cc([N+](=O)[O-])ccc3o2)cc1
 : -5.5%	/
> O=C(CSc1nnc(Cn2nnc3ccccc32)o1)N(Cc1ccc(F)cc1)c1ccccc1
 : 1.0%	-2
> c1ccc(-c2nnc(-c3ccccc3)nn2)cc1
 : 2.7%	-9
> C[C@@H]1CC[C@]2(O[C@@H](CCO)C[C@H](O)[C@H]2O)O1
 : 1.3%	/
> Cc1cc(N)n(-c2ccc(S(=O)(=O)N3CCCC3)cc2[N+](=O)[O-])n1
 : -2.0%	/
> COc1cccc(-n2nnc3c(=O)n(Cc4ccccc4F)cnc32)c1
 : 1.5%	-17
> CN(C)CCOc1ccccc1-c1ccccc1
 : 0.6%	-6
> Nc1nncn1C(=O)CCCOc1ccc(Cl)cc1Cl
 : -1.7%	6
> Cc1ccc(NCC(=O)N/N=C/c2cccc(Oc3ccccc3)c2)cc1
 : -0.7%	-6
> Cc1ccccc1CNc1nnnn1C
 : 0.4%	-9
> CCN(CC)S(=O)(=O)c1ccc(NS(=O)(=O)c2ccc(F)cc2)cc1
 : 0.9%	/
> CCOCCn1c(SC)nc2c1c(=O)[nH]c(=O)n2C
 : 0.6%	5
> c1ccc(CNC23CC4CC(CC(C4)C2)C3)nc1
 : -2.2%	5
> Cc1cc(Cl)c(S(=O)(=O)N2CCSCC2)cc1OCC(N)=O
 : -4.0%	/
> CS(=O)(=O)N(CC(=O)Nc1ccc(CC#N)cc1)c1ccc(C23CC4CC(CC(C4)C2)C3)cc1
 : 2.7%	-11
> Cc1cc(C(=O)NC2=NCCS2)c2ccccc2n1
 : 1.2%	6
> S=C(NCc1ccco1)N1CCC(c2nc3ccccc3o2)CC1
 : 7.7%	2
> CCCSC1=N/C(=C/c2ccsc2)C(=O)N1c1ccccc1
 : -8.8%	-4
> Cc1ccc(C2N(c3ccc(Cl)c(Cl)c3)C(=O)C3CCCN32)o1 (centres undefined)
 : 0.8%	8
> Cc1ccccc1S(=O)(=O)Nc1nc2ccccc2nc1NCCO
 : 2.6%	12
> CC1(C)NC(=O)N(CC(O)COc2ccc(-c3ccc(C#N)cc3)cc2)C1=O (centres undefined)
 : -2.5%	-4
> CC(=O)c1ccc(OCC(=O)NCC2(N3CCCCC3)CCCCC2)cc1
 : /	-11
> COc1cccc(CNc2ccccc2O)c1OCc1ccccc1F
 : 1.3%	-14
> COc1ccc(NC(=S)N2CCN(C(=O)C3CCCO3)CC2)c(OC)c1 (centres undefined)
 : -3.2%	-9
> Nc1ccc(C(=O)OCCCc2nc3ccccc3[nH]2)cc1
 : 1.1%	/
> COc1ccc(C2CC(=O)NC3=C2C(=O)CCC3)cc1Cl (centres undefined)
 : -2.9%	6
> Cc1ccc(NC(=S)N2CCCC2)cc1
 : 0.0%	6
> O=C(CSc1ncnc2ccccc12)c1ccco1
 : 3.6%	-6
> Cc1cccc(NC(=O)/C=C/c2ccc3c(c2)OCO3)n1
 : -1.8%	-7
> CCCC(=O)Nc1ccc(NC(=O)CCc2ccccc2)cn1
 : 2.4%	0
> COc1ccc(CCNC(=O)Cn2cccc2C(=O)c2ccccc2)c(OC)c1
 : -2.9%	4

A portion of the library; count on the stated rates, not on these rows.
